Pf apPOL inh: Pf-apPOL DNA polymerase inhibition. inhibition, % at 10 µM. AID 1794808. Recombinant Pf-apPOL, molecular beacon fluorescence, 1.5 h. hit rate 0.25% among 210,000
mHTT CaM bind: disrupts binding of mutant huntingtin to calmodulin; P42858; AlphaScreen His-mHTT/GST-CaM binding, luminescence; inhibition, % at 15 µM; hit rate 3.6% among 190,000;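 further: 0% = both proteins with DMSO and 100% = one protein alone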
Target sequence (P42858 whole entry, looked up, stated change not applied): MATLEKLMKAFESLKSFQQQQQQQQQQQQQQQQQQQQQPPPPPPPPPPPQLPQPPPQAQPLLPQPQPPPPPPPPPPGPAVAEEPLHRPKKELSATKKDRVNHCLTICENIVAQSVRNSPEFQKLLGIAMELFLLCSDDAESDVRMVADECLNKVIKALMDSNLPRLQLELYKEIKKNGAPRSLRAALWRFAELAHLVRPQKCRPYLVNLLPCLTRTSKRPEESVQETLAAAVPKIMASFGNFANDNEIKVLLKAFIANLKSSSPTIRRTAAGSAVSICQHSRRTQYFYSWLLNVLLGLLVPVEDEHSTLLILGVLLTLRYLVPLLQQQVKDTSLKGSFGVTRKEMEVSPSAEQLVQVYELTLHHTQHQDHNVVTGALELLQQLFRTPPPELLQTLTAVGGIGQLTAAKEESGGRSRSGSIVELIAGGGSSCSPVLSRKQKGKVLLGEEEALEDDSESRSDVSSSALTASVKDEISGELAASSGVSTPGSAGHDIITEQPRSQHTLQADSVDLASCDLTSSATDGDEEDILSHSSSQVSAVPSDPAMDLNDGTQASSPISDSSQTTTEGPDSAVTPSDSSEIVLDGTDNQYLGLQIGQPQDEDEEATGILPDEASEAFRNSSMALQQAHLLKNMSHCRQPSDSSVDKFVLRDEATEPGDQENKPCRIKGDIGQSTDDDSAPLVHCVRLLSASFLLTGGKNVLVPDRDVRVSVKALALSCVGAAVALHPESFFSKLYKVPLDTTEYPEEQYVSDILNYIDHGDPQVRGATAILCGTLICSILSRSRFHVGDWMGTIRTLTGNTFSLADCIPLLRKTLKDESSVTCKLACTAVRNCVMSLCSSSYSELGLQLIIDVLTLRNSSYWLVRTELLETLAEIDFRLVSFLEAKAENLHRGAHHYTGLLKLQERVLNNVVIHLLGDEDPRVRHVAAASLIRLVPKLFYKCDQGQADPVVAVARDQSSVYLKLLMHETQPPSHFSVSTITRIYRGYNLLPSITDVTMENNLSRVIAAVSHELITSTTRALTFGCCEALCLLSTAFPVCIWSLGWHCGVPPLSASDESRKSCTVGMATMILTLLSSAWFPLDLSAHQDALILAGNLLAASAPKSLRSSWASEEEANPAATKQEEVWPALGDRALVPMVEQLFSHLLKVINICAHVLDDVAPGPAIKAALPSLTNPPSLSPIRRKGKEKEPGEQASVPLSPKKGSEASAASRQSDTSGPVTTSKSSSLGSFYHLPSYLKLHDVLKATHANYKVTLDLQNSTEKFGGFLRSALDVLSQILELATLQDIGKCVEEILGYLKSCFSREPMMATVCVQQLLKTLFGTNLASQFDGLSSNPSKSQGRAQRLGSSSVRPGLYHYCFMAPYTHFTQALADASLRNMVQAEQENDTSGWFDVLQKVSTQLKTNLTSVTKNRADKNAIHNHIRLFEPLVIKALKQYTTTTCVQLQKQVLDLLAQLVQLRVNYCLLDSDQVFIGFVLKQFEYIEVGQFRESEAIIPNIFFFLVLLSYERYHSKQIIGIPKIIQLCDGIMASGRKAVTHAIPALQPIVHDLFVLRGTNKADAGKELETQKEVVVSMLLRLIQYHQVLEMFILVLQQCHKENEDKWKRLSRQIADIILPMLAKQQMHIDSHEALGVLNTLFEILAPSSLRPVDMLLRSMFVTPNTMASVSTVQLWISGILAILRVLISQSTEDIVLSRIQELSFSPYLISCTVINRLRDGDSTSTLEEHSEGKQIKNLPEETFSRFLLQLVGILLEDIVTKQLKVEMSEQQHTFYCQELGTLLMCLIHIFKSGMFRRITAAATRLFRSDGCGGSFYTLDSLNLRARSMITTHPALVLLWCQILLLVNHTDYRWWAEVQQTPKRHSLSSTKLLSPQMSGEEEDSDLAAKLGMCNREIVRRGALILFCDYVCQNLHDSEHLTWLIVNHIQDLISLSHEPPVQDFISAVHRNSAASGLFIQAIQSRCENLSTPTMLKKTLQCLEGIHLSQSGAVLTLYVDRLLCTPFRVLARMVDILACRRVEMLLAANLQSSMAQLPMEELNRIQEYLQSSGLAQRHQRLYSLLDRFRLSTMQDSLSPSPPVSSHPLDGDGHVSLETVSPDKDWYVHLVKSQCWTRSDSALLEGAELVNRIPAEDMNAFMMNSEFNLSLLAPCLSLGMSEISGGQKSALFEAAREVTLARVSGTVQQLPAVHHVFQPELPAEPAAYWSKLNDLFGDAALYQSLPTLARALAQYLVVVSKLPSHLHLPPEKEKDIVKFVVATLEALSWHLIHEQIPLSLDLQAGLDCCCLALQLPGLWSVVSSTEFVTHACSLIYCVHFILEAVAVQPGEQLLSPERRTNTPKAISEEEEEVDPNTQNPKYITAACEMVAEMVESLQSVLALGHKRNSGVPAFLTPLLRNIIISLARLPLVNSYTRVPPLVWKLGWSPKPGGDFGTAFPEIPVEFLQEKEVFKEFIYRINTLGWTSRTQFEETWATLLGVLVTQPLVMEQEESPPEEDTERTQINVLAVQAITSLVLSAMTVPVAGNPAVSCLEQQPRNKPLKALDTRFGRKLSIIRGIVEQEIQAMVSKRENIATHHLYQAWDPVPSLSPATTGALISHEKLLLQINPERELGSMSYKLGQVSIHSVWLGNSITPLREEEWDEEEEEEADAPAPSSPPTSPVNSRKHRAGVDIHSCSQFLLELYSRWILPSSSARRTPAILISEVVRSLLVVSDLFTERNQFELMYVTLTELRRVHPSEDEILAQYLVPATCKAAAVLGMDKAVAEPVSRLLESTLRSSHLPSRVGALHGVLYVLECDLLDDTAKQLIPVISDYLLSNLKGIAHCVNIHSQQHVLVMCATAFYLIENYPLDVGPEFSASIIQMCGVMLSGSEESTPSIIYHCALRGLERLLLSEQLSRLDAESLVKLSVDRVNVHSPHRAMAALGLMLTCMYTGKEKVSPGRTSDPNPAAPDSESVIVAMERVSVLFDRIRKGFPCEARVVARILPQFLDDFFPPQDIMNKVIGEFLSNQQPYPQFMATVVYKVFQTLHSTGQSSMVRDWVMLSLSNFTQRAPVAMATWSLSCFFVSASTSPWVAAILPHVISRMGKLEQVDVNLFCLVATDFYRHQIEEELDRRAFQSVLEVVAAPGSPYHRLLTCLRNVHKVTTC
Numbers without * were called inactive; · = not tested or not shown; & = joins results of further samples. No stated cut-off is given here; in the data, active means inhibition above about 50%; inactive means the rest. This is a random part of the collection. Share with any hit: about 3.5%.

SMILES | Pf apPOL inh | mHTT CaM bind
O=C(Nc1ncc2c(n1)CC(c1ccc(Cl)cc1)CC2=O)c1ccccc1 (stereo not drawn) | 0 | 14
O=C(Nc1ccc2cn[nH]c2c1)/C(=C/c1ccccc1)NC(=O)c1ccccc1 | -6 | -1
COc1ccc(S(=O)(=O)O)c2ccccc12 | · | -5
COc1cc(C=C(C#N)c2nc(-c3cc4cc(Br)ccc4oc3=O)cs2)cc(OC)c1OC(C)=O | -4 | -4
Cn1ccnc1SCC(=O)c1ccc(I)cc1 | -1 | 5
COc1cccc(-c2cncc(CN3CCC(C(N)=O)CC3)c2)c1 | -3 | 1
CC(=O)NCCc1csc(C2CCN(C(=O)c3ccc(N(C)C)cc3)CC2)n1 | 2 | 22
COc1ccc(NC(=O)C23CC4CC(C2)CC(c2ccccc2)(C4)C3)c(OC)c1 | 1 | 9
COc1ccc(CN2CCN(C3CCCC3)CC2)c(OC)c1 | -3 | -2
CCN(CC)c1cc(C)c2cc(NC(=O)/C=C/c3cccnc3)ccc2n1 | -13 | 41
CCCNC(=O)N1CCc2c(c(-c3nc(-c4ccccc4)no3)nn2C)C1 | 0 | 36
O=C(Nc1cc(Cl)c(Cl)cc1Cl)c1ccc(Cl)cc1 | 4 | -9
CCn1c(C2CCN(C(=O)c3ccc(C(C)C)cc3)C2)nc2cccnc21 (stereo not drawn) | -6 | 8
O=CN1CCN(CCCc2ccccc2)CC1 | -11 | -4
C(=CN1CCCC1)c1nnnn1-c1ccccc1 | -5 | ·
COc1ccc2nc(N=C(NC(C)=O)NC(C)=O)nc(C)c2c1 | 2 | 6
CCN(CC)C(=O)Nc1ccccc1C | 9 | -8
Cc1cc2oc(=O)cc(-c3cc4ccccc4o3)c2cc1O | 3 | 6
CCC(C)NC(=O)C1CC(=O)N(c2ccc(F)cc2)C1 (stereo not drawn) | 1 | -6
COc1ccc(N2C(=O)C3CCCN3C2c2ccc(C)cc2)cc1 (stereo not drawn) | -3 | -9
CC(C)NCC(O)COCC12CC3CC(CC(C3)C1)C2 (stereo not drawn) | -5 | 1
O=C(CCCCCn1c(=O)[nH]c2ccsc2c1=O)NCc1cccs1 | -4 | -2
c1ccc(-n2nnnc2SCCN2CCOCC2)cc1 | -4 | -5
CCNC(=O)c1c(-c2c(Cl)cccc2Cl)noc1C | -8 | -1
Cc1cc(C)[n+](F)c(C)c1 | · | -5
COc1ccc(Br)cc1S(=O)(=O)n1cnc2cc([N+](=O)[O-])ccc21 | -3 | 14
Cc1ccc(C=C2Oc3c(ccc(O)c3CN3CCC(C)CC3)C2=O)o1 | -1 | 43
C=CCNC(=O)CCCc1ccccc1 | -12 | -13
Nc1nonc1C(=NCCNc1ccc([N+](=O)[O-])cc1)NO | 0 | 10
CSc1ccc(CCNC(=O)c2cnn3c4c(cnc23)CC(C)CC4)cc1 (stereo not drawn) | -1 | 8
COC(CN(C)C(C(=O)NC1CCCCC1)c1ccc(C)cc1)OC (stereo not drawn) | -7 | 5
FC(F)Oc1ccc(C2C=C(c3ccc(Cl)cc3)Nc3nnnn32)cc1 (stereo not drawn) | -9 | -12
COc1ccc(Br)cc1C=Nc1ccccn1 | 0 | 4
Cc1cc(/C=C2/C(=O)NC(=O)N(C)C2=O)c(C)n1-c1ccc(Cl)c(Cl)c1 | -11 | -2
Cc1oc(C(C)C)nc1C(=O)NCc1cccc(C(F)(F)F)c1 | -3 | -1
O=C(CCCN1C(=O)c2cccc3cccc(c23)C1=O)NC1CCCCC1 | 3 | -2
Cc1ccc2nc(CCC(=O)NCc3ccc(F)cc3F)n(C)c(=O)c2c1 | 2 | -10
CCCc1cc(C2CCCN2C(=O)Nc2cc(Cl)c(OC)cc2OC)no1 (stereo not drawn) | -3 | 3
Cc1cc(S(=O)(=O)N2CCC(c3noc(-c4cccc(F)c4)n3)CC2)ccc1F | -7 | -5
CC1(C)OCC2(CO1)CSC2 | -7 | -4
CN(C)Cc1c(O)ccc2ccccc12 | -5&-5 | ·
COc1ccccc1NC(=O)COc1ccc(-c2nnc(C)o2)cc1 | -8 | -9
Cc1ccccc1C(=O)Nc1cccc(NC(=O)c2ccc(C)c([N+](=O)[O-])c2)c1 | -3 | 13
CCOC(=O)C(C)N(Cc1ccccc1)C(=O)Nc1ccc(Cl)cc1 (stereo not drawn) | -2 | ·
Cc1c(Cl)cccc1-c1ccc(C=O)o1 | -3 | 0
COC(=O)c1ccccc1NC(=O)C1CC(c2ccc(F)cc2)=NO1 (stereo not drawn) | -2 | -11
CCn1cnc2sc(C)c(C)c2c1=O | -5 | -1
COCOCCn1cc(CN2CCS(=O)(=O)N(Cc3ccc(-c4ccc(Cl)nc4)cc3)C(CC(C)C)C2=O)nn1 (stereo not drawn) | -27 | 26
CCOc1cc(/C=C2/SC(=O)N(C)C2=O)cc(Cl)c1OCC | -8 | -3
CC(=O)N1CCC(CCOc2cccnc2)CC1 | -4 | -5
Cc1nc2cc(NC(=O)c3ccc(N4CCOCC4)nn3)ccc2s1 | -11 | -2
O=C(NCCC1=CCCCC1)C(=O)NCC1(O)CCc2ccccc2C1 (stereo not drawn) | -4 | -3
Cc1csc(=Nc2ccccc2)n1-c1ccccc1 | -2&2 | 35
CC(C)Cn1c(=O)c2c(ncn2C(C)C)n(-c2ccc(F)cc2)c1=O | -4 | -2
O=C(NCCCS(=O)(=O)N1CCN(c2ccccn2)CC1)c1ccccn1 | -4 | -16
CN(C)C(CNC(=O)Nc1ccccc1C(F)(F)F)c1ccsc1 (stereo not drawn) | -10 | -8
Cc1cc(N2C(=O)CCS2(=O)=O)cc(C)c1S(=O)(=O)NCCC1=CCCCC1 | -7 | -13
NC(=O)c1c(NC(=O)c2ccccc2Cl)sc2c1CCCC2 | -1 | -2
CN(C)c1cccc(C(=O)N2CCC3(C2)C(=O)N(C)c2ccccc23)c1 (stereo not drawn) | 2 | 2
COc1ccc(-c2csc(/C(C#N)=C/c3ccco3)n2)cc1 | 4 | -11

Next structures
SMILES | Pf apPOL inh | mHTT CaM bind
CCc1ccc(OCC(=O)Nc2ccccc2Cl)cc1 | -6 | -56
N#Cc1ccccc1NC(=O)CSCCSCC(=O)Nc1ccccc1C#N | -6 | ·
CCOc1ccc(/C=C2\NC(=O)N(CC(=O)Nc3ccc(C)cc3)C2=O)cc1 | -5 | -1
COc1ccc(CCNC(=O)CN(c2cc(C(F)(F)F)ccc2Cl)S(C)(=O)=O)cc1 | -3 | 2
CSc1cccc(NS(=O)(=O)c2ccc(Br)cc2)c1 | -1 | -10
CCOc1ccc(NC(=O)c2ccc(C)cc2)cc1 | -1 | -18
CS(=O)(=O)N(CC(=O)NCc1ccco1)c1ccc(I)cc1 | 8 | -3
CC(C)n1cnc2c1c(=O)n(Cc1ccccc1)c(=O)n2-c1ccc(F)cc1 | 5 | 11
NC1CCCCC1N1C(=O)CSC1=O (stereo not drawn) | -8 | 1
Cc1cc(C)cc(C(=O)N2CCCC3(C2)NC(=O)N(Cc2cccc(Cl)c2)C3=O)c1 (stereo not drawn) | -3 | 2
COc1ccc(NC(=O)C(=O)NC2CCCCCC2)cc1 | -10 | -8
O=C(Cc1csc(Nc2ccc(Cl)cn2)n1)Nc1cccc2nsnc12 | 23 | 15
COc1nc(Nc2ccc(Cl)cc2)nc(NC(C)(C)C)n1 | -3 | 2
CCCn1c(C2CCN(C(=O)c3ccc(Cl)s3)C2)nc2cccnc21 (stereo not drawn) | -2 | 5
O=C1OC(c2ccccc2Br)=N/C1=C\c1ccc(Br)o1 | -1 | 9
COc1ccc(CNC(=O)c2ccn3c(-c4ccc(F)cc4)nnc3c2)cc1 | -1 | -2
O=C(NCC1CCCO1)C1COC2(CCCCC2)N1C(=O)c1ccc(F)cc1F (stereo not drawn) | 4 | 0
N#Cc1c2c(c(NCCCN3CCOCC3)n3c1nc1ccccc13)CCC2 | 67* | 6
Cc1ccc2c(c1)N(CCC(=O)NCc1ccccn1)C(=O)CO2 | -2 | 32
COc1cc(Cl)c(C)cc1NC(=O)c1cccs1 | -9&-4 | -35&-28
COc1ccc(C=C2Oc3c(cc(CN(C)C)c(O)c3C)C2=O)cc1OC | -11 | 10
COc1ccc(CNC(=O)c2cnn3c2NC(c2ccc(OC)cc2)CC3C(F)(F)F)cc1 (stereo not drawn) | -1 | 19
CCOCCCNC(=O)CC1CCN(C(=O)c2sc(-c3ccc(C)cc3)nc2C)CC1 | 4 | 16
CC(C)(C)c1ccc(C(=O)Nc2c3c(nn2C(C)(C)C)CS(=O)(=O)C3)cc1 | -3 | 18
N=C1/C(=C/c2ccc(Br)o2)C(=O)N=C2SC=C(c3ccccc3)N12 | -9 | 45
COc1ccc2c(=O)c(-c3ccccc3Cl)c(C(F)(F)F)oc2c1 | -5 | -29
Cc1c(C(=O)Nc2ccc(F)c(Cl)c2)oc2ccc(S(=O)(=O)N3CCCCC3)cc12 | -7 | -7
COc1ccc(-c2cc(=O)c3cc(F)ccc3[nH]2)cc1 | -2 | -5
CCOC(=O)Cc1nnc(-c2nnc(CC(=O)OCC)o2)o1 | · | -4
O=C(Nc1ccc(S(=O)(=O)N2CCCCC2)cc1)c1ccccc1[N+](=O)[O-] | -6 | 12
Cc1ccc(Br)cc1NCN1C(=O)c2ccc(Br)cc2C1=O | -1 | 3
O=S(=O)(c1ccccc1)N1CCCC(C(F)(F)F)C1 (stereo not drawn) | -4 | -9
CC(=O)c1ccc(NC(=O)N2CC3CC(NS(=O)(=O)c4cccs4)C2C3)cc1 (stereo not drawn) | -8 | 6
Cc1cc2c(cc1Cl)C(c1ccccc1C)CC(=O)O2 (stereo not drawn) | -6 | 47
CC1=C(C(=O)Nc2ccccc2C)C2(CCC(C)CC2)OC1=O (stereo not drawn) | -6 | -6
CC(C)CC1=NN(C(=O)c2ccccc2Cl)C(O)(C(F)(F)F)C1 (stereo not drawn) | -3 | -14
O=C(CSCc1ccc([N+](=O)[O-])cc1)Nc1ccc(F)c(Cl)c1 | -2 | 9
COCCCn1c(C2CCCCC2)nc2oc3cc(OC)ccc3c(=O)c2c1=O | -7 | 3
Cc1cccc(-c2csc3c(=O)n(Cc4ccccn4)cnc23)c1 | -4 | -3
COc1ccc(C2=NC3(CCN(CC(=O)Nc4cccc(SC)c4)CC3)NC2=O)cc1 | 2 | 16
Cn1c(=O)c(N2CCN(C(=O)c3cc(F)ccc3F)CC2)nc2ccccc21 | 3 | 9
CC(=O)C(C)(C)OC(=O)N1CCSCC1 | 3 | ·
CCCCSc1nnc2n(CCCC)c(=O)c3sccc3n12 | 3 | -7
CC(Oc1cccc2ccccc12)C(=O)O (stereo not drawn) | -7 | 5
O=C(O)c1ccc(N2CCOCC2)cc1 | -2&-6 | ·

17 of the compounds above, as tab-separated lines.
Structure	Pf apPOL inh	mHTT CaM bind
COc1ccc2c(=O)c(-c3ccccc3Cl)c(C(F)(F)F)oc2c1	-5	-29
Cc1c(C(=O)Nc2ccc(F)c(Cl)c2)oc2ccc(S(=O)(=O)N3CCCCC3)cc12	-7	-7
COc1ccc(-c2cc(=O)c3cc(F)ccc3[nH]2)cc1	-2	-5
CCOC(=O)Cc1nnc(-c2nnc(CC(=O)OCC)o2)o1	·	-4
O=C(Nc1ccc(S(=O)(=O)N2CCCCC2)cc1)c1ccccc1[N+](=O)[O-]	-6	12
Cc1ccc(Br)cc1NCN1C(=O)c2ccc(Br)cc2C1=O	-1	3
O=S(=O)(c1ccccc1)N1CCCC(C(F)(F)F)C1 (stereo not drawn)	-4	-9
CC(=O)c1ccc(NC(=O)N2CC3CC(NS(=O)(=O)c4cccs4)C2C3)cc1 (stereo not drawn)	-8	6
Cc1cc2c(cc1Cl)C(c1ccccc1C)CC(=O)O2 (stereo not drawn)	-6	47
CC1=C(C(=O)Nc2ccccc2C)C2(CCC(C)CC2)OC1=O (stereo not drawn)	-6	-6
CC(C)CC1=NN(C(=O)c2ccccc2Cl)C(O)(C(F)(F)F)C1 (stereo not drawn)	-3	-14
O=C(CSCc1ccc([N+](=O)[O-])cc1)Nc1ccc(F)c(Cl)c1	-2	9
COCCCn1c(C2CCCCC2)nc2oc3cc(OC)ccc3c(=O)c2c1=O	-7	3
Cc1cccc(-c2csc3c(=O)n(Cc4ccccn4)cnc23)c1	-4	-3
COc1ccc(C2=NC3(CCN(CC(=O)Nc4cccc(SC)c4)CC3)NC2=O)cc1	2	16
Cn1c(=O)c(N2CCN(C(=O)c3cc(F)ccc3F)CC2)nc2ccccc21	3	9
CC(=O)C(C)(C)OC(=O)N1CCSCC1	3	·

(listing goes on)
SMILES | Pf apPOL inh | mHTT CaM bind
O=C(CSc1nc2[nH]ncc2c(=O)n1-c1ccccc1)Nc1ccc(Br)cc1 | -1 | 30
Nc1nnc(SCC(=O)Nc2ccccc2C(F)(F)F)s1 | 0 | -2
CC(=O)Nc1cccc([N+](=O)[O-])c1[N+](=O)[O-] | -7 | ·
COc1cccc(NC(=O)c2oc3ccc(S(=O)(=O)N4CCOCC4)cc3c2C)c1 | -6 | 49
C=CCNC(=O)CN(c1cc(C)cc(C)c1)S(=O)(=O)c1ccc(OC)c(OC)c1 | -10 | 1
CSc1nnc2c(n1)OC(c1cccc([N+](=O)[O-])c1)Nc1ccccc1-2 (stereo not drawn) | 0 | -1
Cc1noc(C)c1C1CCCN1C(=O)Nc1ccc2c(c1)OCO2 (stereo not drawn) | 0 | 0
C=CCCN(C(C(=O)OC)C(C)C)S(=O)(=O)c1ccccc1Br (stereo not drawn) | -1 | -36
COc1cc(CN2CCCC2)c([N+](=O)[O-])cc1OC | 0 | 14
O=C(NC1CC2CCC1C2)c1ncn(-c2ccccc2)n1 (stereo not drawn) | 2 | -4
Cc1cc(C)n(CCNC(=O)c2cc(=O)c3ccccc3o2)n1 | 2 | -17
Cn1cc(-c2noc(-c3cccc(C(F)(F)F)c3)n2)ccc1=O | -2 | -9
OC1CCCN(Cc2cccc(F)c2)C1 (stereo not drawn) | 0 | -5
Cn1c(=O)c(N2CCN(C(=O)C3(c4ccccc4)CC3)CC2)nc2ccccc21 | -2 | 4
CCOc1ccc(C(=O)Nc2ccc(N3CCN(C(=O)c4ccccc4)CC3)cc2)cc1Cl | 8 | 1
CCN1CCN(Cc2c(O)ccc3c2OC(=Cc2ccccc2OC)C3=O)CC1 | -7 | -3
CCCOc1ccc(CCC(=O)O)cc1 | -6 | 2

Screening data from PubChem BioAssay.
